Source: PubChem
KCNK9 block = inhibitors of human KCNK9 two-pore domain potassium channel | Q9NPC2 | HEK293 KCNK9, FluxOR thallium flux fluorescence; hits give low values | B-score at 10 µM | actives 1.2% (n = 310,000) | AID 488922;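 active = ratio B-score over 3 SD below the library mean, with starting fluorescence within 5 SD of its mean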;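 note: negative B-score means less thallium flux so channel inhibition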
Target sequence (Q9NPC2 whole entry, looked up, the tested form may be a part): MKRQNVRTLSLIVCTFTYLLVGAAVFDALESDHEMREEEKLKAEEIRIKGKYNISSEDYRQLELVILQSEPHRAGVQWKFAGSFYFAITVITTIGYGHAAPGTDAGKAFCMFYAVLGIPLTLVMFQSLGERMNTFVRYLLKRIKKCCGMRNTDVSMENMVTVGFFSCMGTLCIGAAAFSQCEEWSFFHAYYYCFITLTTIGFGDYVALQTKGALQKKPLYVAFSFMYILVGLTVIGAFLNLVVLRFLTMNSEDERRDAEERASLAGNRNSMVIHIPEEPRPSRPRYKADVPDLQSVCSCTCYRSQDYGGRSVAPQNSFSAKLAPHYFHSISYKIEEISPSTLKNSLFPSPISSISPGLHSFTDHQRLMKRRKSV
KCNK3 inh = human KCNK3 channel inhibition, primary screen | O14649 | CHO-KCNK3 thallium flux, FluxOR fluorescence; hits give low values | B-score at 10 µM | actives 0.84% (n = 340,000) | AID 602410;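 active = B-score under library mean minus 4 SD, starting fluorescence ratio at most library mean plus 5 SD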;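 note: more negative B-score means stronger inhibition of thallium flux through KCNK3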
Target sequence (O14649 whole entry, looked up): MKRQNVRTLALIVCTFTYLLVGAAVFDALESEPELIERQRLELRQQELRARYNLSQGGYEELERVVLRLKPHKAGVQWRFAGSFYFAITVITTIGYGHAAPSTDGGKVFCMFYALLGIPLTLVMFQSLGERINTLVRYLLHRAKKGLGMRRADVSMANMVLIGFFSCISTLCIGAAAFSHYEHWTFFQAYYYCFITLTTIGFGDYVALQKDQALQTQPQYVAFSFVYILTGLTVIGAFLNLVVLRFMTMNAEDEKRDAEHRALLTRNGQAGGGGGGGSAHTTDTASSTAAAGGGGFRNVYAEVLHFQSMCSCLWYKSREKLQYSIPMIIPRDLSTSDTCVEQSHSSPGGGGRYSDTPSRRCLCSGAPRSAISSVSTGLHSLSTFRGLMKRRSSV
TRPC4 potent = allosterically enhances the mouse TRPC4 cation channel | actives 0.42% (n = 310,000) | AID 2227 | B-score at 10 µM | Q9QUQ5 | HEK293 TRPC4beta/mu-opioid, DAMGO EC20, Fluo-4 Ca2+ flux; hits give high values;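 active = B-score of calcium response area above 5 SD of library B-scores, with initial fluorescence ratio within 5 SD of library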;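 note: B-score of integrated fluorescence ratio over time as area under calcium response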
TRPC4 agonist = TRPC4 (mouse) channel activation | Q9QUQ5 | AID 2237 | actives 0.49% (n = 310,000) | HEK293 TRPC4beta/mu-opioid, Fluo4 calcium fluorescence; hits give high values | B-score at 10 µM;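 active = B-score above 5 SD of library B-scores, and initial fluorescence ratio not above library mean plus 5 SD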;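 note: positive B-score marks a calcium rise read as TRPC4 activation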
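System: HEK293 cells stably co-expressing mouse TRPC4beta and mu-opioid receptor; Schedule: Fluo4 dye loading 45 min at room temperature, 110 s recording; Detection: Fluo4 fluorescence, kinetic; Evaluation: B-scored integrated calcium fluorescence ratio; Controls: buffer (low) and maximal DAMGO (high).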
hERG rescue = shields human hERG channel from block by proarrhythmic agents | Q12809 | CHO-hERG, FluxOR thallium flux, dofetilide IC70 present | activation (rescue from dofetilide block), less the hit threshold, % at 10 µM | actives 0.51% (n = 310,000) | AID 1511;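 active = activation above the mean of controls blocked by dofetilide plus 5 SD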;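 note: thallium influx through hERG after potassium depolarization seen as dye fluorescence rise; in these data hits start at about 4.7%; inactives centre near -7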
ANO1 block = blocks the mouse calcium-activated chloride channel TMEM16A; Q8BHY3; HEK293 TMEM16A/YFP iodide influx fluorescence, ionomycin; normalized B-score (activity score, 25-100; higher = stronger inhibition) at 10 µM; actives 1.2% (n = 310,000); AID 588511;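 active = ratio plate-corrected score three or more library SD toward inhibition, starting fluorescence score within five deviations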;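 note: score derived from kinetic fluorescence span divided by baseline fluorescence per well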
HDAC3 inh = inhibitors of human histone deacetylase 3. recombinant HDAC3, fluorogenic peptide/trypsin coupled, fluorescence. inhibition, % at 8.3 µM. actives 0.15% (n = 320,000). AID 2718; in the data active = inhibition above about 26%, passing the limit was not always enough
DYRK1A inh = Dyrk1A (rat) kinase inhibition | Q63470 | ADP-Glo luminescence, NFATc1 peptide | inhibition, % at 12.5 µM | actives 0.43% (n = 310,000) | AID 504441; in the data active = inhibition above about 50%;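 note: plate controls were vehicle with enzyme for no effect and no enzyme for full effect; many of its hits are not listed in these tables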
KCNQ1 inh = inhibitors of human KCNQ1 potassium channel; CHO-K1 KCNQ1, FluxOR thallium flux fluorescence; hits give high values; B-score at 10 µM; actives 1.3% (n = 310,000);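 active = compounds whose thallium flux B-score, printed positive for inhibition, exceeds three library SD while starting fluorescence stays within three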;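 note: channel opened by potassium depolarization with thallium stimulus after 20 min compound exposure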
KCNQ1 pot = potentiates or activates the human KCNQ1 potassium channel. B-score at 10 µM. actives 0.35% (n = 310,000). CHO-K1 KCNQ1, thallium flux FluxOR fluorescence; hits give high values. P51787;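 active = fluorescence ratio B-score, a plate-corrected score, at least three library SD, with initial intensity B-score within 5 SD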
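Doses: Single concentration per compound, DMSO matched to controls | Test system: KCNQ1-transfected CHO-K1 cells | Timing: 90 min dye loading and 20 min compound exposure, both at room temperature | Measured by: Kinetic FluxOR thallium fluorescence, 10-s 1-Hz baseline, 110-s post-stimulus read | Medium: Assay buffer with matched DMSO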
TMEM16A act = activates or potentiates the mouse TMEM16A chloride channel | Q8BHY3 | HEK293 TMEM16A/YFP-H148Q/I152L, iodide quench fluorescence; hits give low values | B-score at 10 µM | actives 0.3% (n = 340,000) | AID 623877;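 active = fluorescence-ratio B-score plate-corrected deviation score at least 3 library SD below zero, with starting fluorescence score within 5 deviations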;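 note: channel opened by trigger with iodide after compound preincubation; score built on the fluorescence ratio of max minus min over baseline; more negative score means more quench and so TMEM16A activation or potentiation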
Starred values were filed as active, the others as inactive. The list is partial, so the mix of outcomes need not match the whole.

CCC(C)N(CC(=O)NCc1ccc(OC)cc1)C(=O)c1csnn1 (stereo not drawn) was read as KCNK9 block inactive, KCNK3 inh inactive, TRPC4 potent inactive, TRPC4 agonist inactive, hERG rescue -13.9, ANO1 block inactive, HDAC3 inh 1.5, DYRK1A inh 17.0, KCNQ1 inh inactive, KCNQ1 pot inactive and TMEM16A act inactive.
For O=S(=O)(NCc1ccco1)c1cccc(S(=O)(=O)N2CCOCC2)c1 the results were KCNK9 block inactive, KCNK3 inh inactive, TRPC4 potent inactive, TRPC4 agonist inactive, hERG rescue -17.1, ANO1 block inactive, HDAC3 inh -1.9, DYRK1A inh 2.5, KCNQ1 inh inactive, KCNQ1 pot inactive and TMEM16A act inactive.
COc1ccccc1C(CNC(=O)c1ccc(NS(=O)(=O)c2ccc(F)c(C)c2)cc1)N1CCCC1 (stereo not drawn) was read as KCNK9 block inactive, KCNK3 inh inactive, TRPC4 potent inactive, TRPC4 agonist inactive, hERG rescue -13.9, ANO1 block inactive, HDAC3 inh 3.2, DYRK1A inh -7.8, KCNQ1 inh inactive, KCNQ1 pot inactive and TMEM16A act inactive.
Screening O=C(N/N=C/c1ccccn1)c1cc(-c2ccc(Cl)cc2)nc2ccccc12 returned KCNK9 block inactive, KCNK3 inh inactive, TRPC4 potent inactive, TRPC4 agonist inactive, hERG rescue -10.6, ANO1 block inactive, DYRK1A inh 2.0, KCNQ1 inh inactive, KCNQ1 pot inactive and TMEM16A act inactive.
COc1cccc(OCC(=O)N(Cc2nc(-c3ccc(Cl)cc3)no2)C(C)C)c1 was read as KCNK9 block inactive, KCNK3 inh inactive, TRPC4 potent inactive, TRPC4 agonist inactive, hERG rescue -10.1, ANO1 block inactive, HDAC3 inh 13.0, DYRK1A inh 5.1, KCNQ1 inh inactive, KCNQ1 pot inactive and TMEM16A act inactive.
For COc1ccc(S(=O)(=O)N(CC(=O)N2CCCC2)Cc2ccccc2)cc1 the results were KCNK9 block inactive, KCNK3 inh inactive, TRPC4 potent inactive, TRPC4 agonist inactive, hERG rescue -2.0, ANO1 block inactive, HDAC3 inh -7.2, DYRK1A inh 1.1, KCNQ1 inh inactive, KCNQ1 pot inactive and TMEM16A act inactive.
For COc1ccc(CC(=O)Nc2nc(-c3cccc([N+](=O)[O-])c3)cs2)cc1 the results were KCNK9 block inactive, KCNK3 inh inactive, TRPC4 potent inactive, TRPC4 agonist inactive, hERG rescue -3.5, ANO1 block inactive, HDAC3 inh -8.5, DYRK1A inh -6.7, KCNQ1 inh inactive, KCNQ1 pot inactive and TMEM16A act inactive.
Screening CCc1nnc(NS(=O)(=O)c2ccc(NC(=O)c3ccc(Br)cc3)cc2)s1 returned KCNK9 block inactive, KCNK3 inh inactive, TRPC4 potent inactive, TRPC4 agonist inactive, hERG rescue -5.7, ANO1 block inactive, HDAC3 inh -2.0, DYRK1A inh 12.6, KCNQ1 inh inactive, KCNQ1 pot inactive and TMEM16A act inactive.
Screening COc1ccccc1NC(=O)CN1C(=O)COc2ccc(S(=O)(=O)N3CCC(C)CC3)cc21 returned KCNK9 block inactive, KCNK3 inh inactive, TRPC4 potent inactive, TRPC4 agonist inactive, hERG rescue -7.1, ANO1 block inactive, HDAC3 inh 3.3, KCNQ1 inh inactive, KCNQ1 pot inactive and TMEM16A act inactive.
For NS(=O)(=O)c1ccc(CCNC(c2ccccc2)c2ccccc2)cc1 the results were KCNK9 block inactive, KCNK3 inh inactive, TRPC4 potent inactive, TRPC4 agonist inactive, hERG rescue -7.1, ANO1 block inactive, HDAC3 inh 3.6, DYRK1A inh -0.7, KCNQ1 inh inactive, KCNQ1 pot inactive and TMEM16A act inactive.
CC1(C)C2CCC1(C)C(NCC(O)COc1ccc(C#N)cc1)C2 (stereo not drawn) was read as KCNK9 block inactive, KCNK3 inh inactive, TRPC4 potent inactive, TRPC4 agonist inactive, hERG rescue -7.1, ANO1 block inactive, HDAC3 inh -0.7, DYRK1A inh -4.5, KCNQ1 inh inactive and KCNQ1 pot inactive.
`COc1cc(CC(=O)OCC(=O)Nc2ccc([N+](=O)[O-])cc2)cc(OC)c1OC` gave KCNK9 block inactive, KCNK3 inh inactive, TRPC4 potent inactive, TRPC4 agonist inactive, hERG rescue -6.4, ANO1 block inactive, HDAC3 inh 9.2, DYRK1A inh -0.5, KCNQ1 inh inactive, KCNQ1 pot inactive and TMEM16A act inactive.
Screening CCc1ccc(S(=O)(=O)NCc2cn3ccccc3n2)s1 returned KCNK9 block inactive, KCNK3 inh inactive, TRPC4 potent inactive, TRPC4 agonist inactive, hERG rescue -2.7, ANO1 block inactive, HDAC3 inh -5.4, DYRK1A inh -4.2, KCNQ1 inh inactive, KCNQ1 pot inactive and TMEM16A act inactive.
Screening COc1ccc(C(C)=O)cc1CSc1nnc(SCc2cc(C(C)=O)ccc2OC)s1 returned KCNK9 block inactive, TRPC4 potent inactive, TRPC4 agonist inactive, hERG rescue -6.5, ANO1 block inactive, HDAC3 inh -0.1, KCNQ1 inh inactive and KCNQ1 pot inactive.
Screening COc1ccc(OCCSc2nnc(CCNC(=O)c3ccc(OC)cc3)n2C)cc1 returned KCNK9 block inactive, KCNK3 inh inactive, TRPC4 potent inactive, TRPC4 agonist inactive, hERG rescue -7.2, ANO1 block inactive, HDAC3 inh -2.7, DYRK1A inh 4.4, KCNQ1 inh inactive, KCNQ1 pot inactive and TMEM16A act inactive.
For COc1ccccc1/C=C/C=N\N1CCN(Cc2ccccc2Cl)CC1 the results were KCNK9 block inactive, KCNK3 inh inactive, TRPC4 potent inactive, TRPC4 agonist inactive, hERG rescue -12.8, ANO1 block inactive, HDAC3 inh 0.7, DYRK1A inh -13.8, KCNQ1 inh inactive, KCNQ1 pot inactive and TMEM16A act inactive.
`COc1ccc(S(=O)(=O)N2CCOC2CNC(=O)C(=O)NCc2ccc3c(c2)OCO3)cc1OC` (stereo not drawn) gave KCNK9 block inactive, KCNK3 inh inactive, TRPC4 potent inactive, TRPC4 agonist inactive, hERG rescue -2.6, ANO1 block inactive, HDAC3 inh 1.8, DYRK1A inh -2.1, KCNQ1 inh inactive, KCNQ1 pot inactive and TMEM16A act inactive.
For NS(=O)(=O)c1cccc(NC(=O)COc2ncnc3c2cnn3-c2ccccc2)c1 the results were KCNK9 block inactive, KCNK3 inh inactive, TRPC4 potent inactive, TRPC4 agonist inactive, hERG rescue -0.4, ANO1 block inactive, HDAC3 inh -3.2, KCNQ1 inh inactive, KCNQ1 pot inactive and TMEM16A act inactive.
For Cc1ccc(NC(=O)CCN2C(=O)c3ccncc3C2=O)cc1 the results were KCNK9 block inactive, KCNK3 inh inactive, TRPC4 potent inactive, TRPC4 agonist inactive, hERG rescue -6.1, ANO1 block inactive, HDAC3 inh -4.3, DYRK1A inh 3.5, KCNQ1 inh inactive, KCNQ1 pot inactive and TMEM16A act inactive.
Screening O=C(NCc1ccc(F)cc1)c1nc(-c2cccs2)no1 returned KCNK9 block inactive, KCNK3 inh inactive, TRPC4 potent inactive, TRPC4 agonist inactive, hERG rescue -13.1, ANO1 block inactive, HDAC3 inh 1.1, DYRK1A inh -2.1, KCNQ1 inh inactive, KCNQ1 pot inactive and TMEM16A act inactive.

Gathered by group, the compounds so far containing an aryl thioether with sulfur outside any ring
Screening COc1ccc(C(C)=O)cc1CSc1nnc(SCc2cc(C(C)=O)ccc2OC)s1 returned KCNK9 block inactive, TRPC4 potent inactive, TRPC4 agonist inactive, hERG rescue -6.5, ANO1 block inactive, HDAC3 inh -0.1, KCNQ1 inh inactive and KCNQ1 pot inactive.
Screening COc1ccc(OCCSc2nnc(CCNC(=O)c3ccc(OC)cc3)n2C)cc1 returned KCNK9 block inactive, KCNK3 inh inactive, TRPC4 potent inactive, TRPC4 agonist inactive, hERG rescue -7.2, ANO1 block inactive, HDAC3 inh -2.7, DYRK1A inh 4.4, KCNQ1 inh inactive, KCNQ1 pot inactive and TMEM16A act inactive.

(more compounds)
CC/C(=N\NC(=O)c1ccc2c(c1)OCO2)C12CC3CC(CC(C3)C1)C2 was read as KCNK9 block inactive, KCNK3 inh inactive, TRPC4 potent inactive, TRPC4 agonist inactive, hERG rescue -14.0, ANO1 block inactive, HDAC3 inh 9.6, DYRK1A inh -0.2, KCNQ1 inh inactive, KCNQ1 pot inactive and TMEM16A act -6.11*.
Cc1cc(NS(=O)(=O)c2ccc(NC(=O)c3cc(-c4ccccc4Cl)nc4ccccc34)cc2)no1 was read as KCNK9 block inactive, KCNK3 inh inactive, TRPC4 potent inactive, TRPC4 agonist inactive, hERG rescue -5.1, ANO1 block inactive, HDAC3 inh -1.5, DYRK1A inh 41.0, KCNQ1 inh inactive, KCNQ1 pot inactive and TMEM16A act inactive.
Cc1ccc(S(=O)(=O)NCc2ccccc2)cc1C(=O)N1CCCCC1 was read as KCNK9 block inactive, KCNK3 inh inactive, TRPC4 potent inactive, TRPC4 agonist inactive, hERG rescue -7.8, ANO1 block inactive, HDAC3 inh -3.3, DYRK1A inh -1.2, KCNQ1 inh inactive, KCNQ1 pot inactive and TMEM16A act inactive.
For COC(=O)NN1C(=O)C(c2ccccc2)=C(c2ccc(Cl)cc2)C1=O the results were KCNK9 block inactive, KCNK3 inh inactive, TRPC4 potent inactive, TRPC4 agonist inactive, hERG rescue -19.1, ANO1 block inactive, HDAC3 inh 3.2, KCNQ1 inh inactive, KCNQ1 pot inactive and TMEM16A act inactive.
CCc1cc(=O)oc2cc(OC(C)C(=O)NCC(O)c3ccccc3)c(Cl)cc12 (stereo not drawn) was read as KCNK9 block inactive, KCNK3 inh inactive, TRPC4 potent inactive, TRPC4 agonist inactive, hERG rescue -6.0, ANO1 block inactive, HDAC3 inh -7.8, KCNQ1 inh inactive, KCNQ1 pot inactive and TMEM16A act inactive.
For CC(=O)O/N=C(/c1nonc1N)N(C)C the results were KCNK9 block inactive, KCNK3 inh inactive, TRPC4 potent inactive, TRPC4 agonist inactive, hERG rescue -6.3, ANO1 block inactive, HDAC3 inh 0.8, DYRK1A inh -1.4, KCNQ1 inh inactive, KCNQ1 pot inactive and TMEM16A act inactive.
`CN=C1SC(CC(=O)Nc2cccc(C(F)(F)F)c2)C(=O)N1C` (stereo not drawn) gave KCNK9 block inactive, KCNK3 inh inactive, TRPC4 potent inactive, TRPC4 agonist inactive, hERG rescue -7.6, ANO1 block inactive, HDAC3 inh 2.5, KCNQ1 inh inactive, KCNQ1 pot inactive and TMEM16A act inactive.
